# Source: PubChem BioAssay
# Peg3 prom inh: reduces Peg3 promoter-driven luciferase expression in HeLa | HeLa PEG-Prom luciferase reporter, luminescence, overnight | inhibition, % at 20 µM | 360,000 tested, 1.7% active | AID 588405;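 active means inhibition of at least 50% at 20 µM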
# CaV13 FRET inh: Disruptors of the CACNA1D IQ motif to Ca2+-dependent inactivation inhibitor domain association, primary screening, Förster resonance energy transfer in intact living …; HEK cells, CFP/YFP FRET ICDI-IQ, plate reader, 10 min; percent FRET-ratio fall versus neutral wells; inhibition, % at 12.3 µM; 340,000 tested, 0.098% active; AID 743397;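 active means mean replicate inhibition of at least 30% and at least 1% of replicates passing that level; inconclusive means only one of the two criteria is met; inactive means neither criterion is met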;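 further: 0% = median of the neutral control wells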
# HIF-2a inh: HIF-2a inhibition; 786-0 RCC cells HIF-2a reporter, luciferase luminescence, overnight; 360,000 tested, 0.72% active; inhibition, % at 18.8 µM;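 active means inhibition of the luminescence signal of 40% or more relative to plate controls, in a single-dose primary screen at 18.75 µM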
# PDI turbidity: inhibitors of human protein disulfide isomerase. inhibition, % at 10 µM. AID 588391. 350,000 tested, 0.052% active. P07237. PDI insulin aggregation turbidity, A650, 90 min;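 active means mean inhibition across replicates of 30% or more, whatever share of single replicates reach that level; inconclusive means mean inhibition below 30% while every single replicate reaches 30%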;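 further: absorbance from insulin aggregation driven by PDI reduction with DTT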
# Target sequence (P07237 whole entry, looked up): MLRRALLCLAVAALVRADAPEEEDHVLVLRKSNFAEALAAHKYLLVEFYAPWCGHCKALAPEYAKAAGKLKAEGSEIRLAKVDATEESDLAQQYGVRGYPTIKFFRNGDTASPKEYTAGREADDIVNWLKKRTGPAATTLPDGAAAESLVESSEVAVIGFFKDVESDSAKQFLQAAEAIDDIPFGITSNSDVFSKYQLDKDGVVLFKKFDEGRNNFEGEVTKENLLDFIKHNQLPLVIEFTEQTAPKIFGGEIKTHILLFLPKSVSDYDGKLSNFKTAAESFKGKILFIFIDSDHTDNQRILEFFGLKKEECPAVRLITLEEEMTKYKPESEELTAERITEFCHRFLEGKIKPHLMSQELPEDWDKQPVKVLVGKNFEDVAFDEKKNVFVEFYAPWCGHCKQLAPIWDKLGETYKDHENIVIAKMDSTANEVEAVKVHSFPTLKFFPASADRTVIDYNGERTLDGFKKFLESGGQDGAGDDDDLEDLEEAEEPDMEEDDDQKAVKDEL
# NR2E3 ag-1: agonists of human nuclear receptor NR2E3. GST-NR2E3/biotin-RetCOR TR-FRET, 1536-well. AID 2300. inhibition of corepressor binding, % at 4.78 µM. 320,000 tested, 0.12% active. Q9Y5X4;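 active means percent inhibition above the cutoff of mean plus 3 SD of all tested compounds, set per screening campaign, cut at about 20% in these data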;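 further: 0% = DMSO wells and 100% = biotin wells as full block of FRET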
# Target sequence (Q9Y5X4 whole entry, looked up): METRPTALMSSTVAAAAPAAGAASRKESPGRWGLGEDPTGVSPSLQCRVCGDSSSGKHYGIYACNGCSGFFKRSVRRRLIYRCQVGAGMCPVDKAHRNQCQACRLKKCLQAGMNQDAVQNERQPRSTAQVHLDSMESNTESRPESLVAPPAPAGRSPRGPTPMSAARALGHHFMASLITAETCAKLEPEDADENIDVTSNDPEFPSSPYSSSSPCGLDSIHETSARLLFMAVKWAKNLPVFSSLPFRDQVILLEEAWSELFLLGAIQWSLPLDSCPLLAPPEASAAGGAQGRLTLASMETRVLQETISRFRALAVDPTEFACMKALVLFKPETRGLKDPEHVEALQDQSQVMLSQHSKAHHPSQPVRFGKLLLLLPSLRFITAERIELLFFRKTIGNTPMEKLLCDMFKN
#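 System: GST-tagged NR2E3 plus biotinylated RetCOR corepressor; Amount: 1.35 nM GST-tagged NR2E3 final; Dosing: single nominal compound dose of 4.8 µM; Schedule: 5 h incubation at 4 °C; Technique: TR-FRET with europium anti-GST and streptavidin-D2, 340 nm excitation; Controls: biotin wells as high control, 0.6% DMSO wells as low control.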
# NR2E3 ag-2: agonists of human NR2E3 nuclear receptor. Q9Y5X4. CHO-S Gal4-NCOR/VP16-NR2E3 two-hybrid, luciferase. inhibition of corepressor binding, % at 3.98 µM. 360,000 tested, 0.35% active. AID 602229;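 active means inhibition above the mean of all tested compounds plus 3 SD, cut at about 70% in these data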;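 further: 0% = DMSO with NR2E3 transfected cells and 100% = cells lacking NR2E3 construct; higher means lower luciferase signal from less NR2E3 corepressor binding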
# Vif inh: inhibitors of HIV Vif; inhibition, % at 7.49 µM; 340,000 tested, 0.35% active; HEK293T cells, Vif self-association by quenched fluorescence, imaging, 24 h; AID 602346; in the data active means inhibition above about 50%, passing the limit was not always enough; inconclusive means no clear call, values can overlap the other calls; inactive means below about 31%; further: some results filed as inactive read as strong as hits
# Shn3 3UTR inh: Schnurri-3 reporter inhibition in Clone20 osteoblasts; Clone20 osteoblast Shn3 3'UTR firefly luciferase, 24 h; inhibition, % at 12.5 µM; 360,000 tested, 0.52% active; AID 588674;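 active means mean inhibition of at least 75% with every replicate also reaching 75%; inconclusive means mean inhibition at least 75% but some replicate below; inactive means mean inhibition below 75%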;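 further: 0% = median of neutral control wells and 100% = pilot-screen positive control compound; some compounds past the cut are filed as inactive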
# KKLEB cytotox: reduces viability of KKLEB cystic fibrosis airway cells; KKLEB CF airway cells viability, ATPlite luminescence, overnight; stronger effect = lower value; cells stimulated with P. aeruginosa culture filtrate; activity change (cytotoxicity), % at 5 µM; 360,000 tested, 0.36% active; AID 602141;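 active means corrected activity change at or below -50% at 5 µM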
# TRPM1 prom inh: MITF TRPM1 promoter inhibition in SK-MEL-5 cells; SK-MEL-5 TRPM1 promoter luciferase, 24 h; inhibition, % at 12.5 µM; 330,000 tested, 0.83% active;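 active means mean inhibition across replicates of 60% or more, whatever share of single replicates reaches that level; inconclusive means some that reach 60%, reason not given; inactive means mean inhibition across replicates below 60%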; further: values of inactives mirror those of a sister screen read the other way
# CF NFkB block: blocks PAF-induced NF-kB reporter in cystic fibrosis cells; inhibition, % at 5 µM; KKLEB NF-kB-GFP reporter, GFP fluorescence overnight; 360,000 tested, 0.86% active;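 active means at least 50% inhibition at 5 µM, scaled per plate between neutral and stimulator controls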;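 further: PAF is a Pseudomonas aeruginosa culture filtrate used as stimulus; plate controls were PAF-stimulated DMSO wells for no effect and unstimulated DMSO wells for full effect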
# Starred values were filed as active, the others as inactive; ? = inconclusive; nt = not tested or not shown; & = joins results of further samples.
item	molecule	Peg3 prom inh	CaV13 FRET inh	HIF-2a inh	PDI turbidity	NR2E3 ag-1	NR2E3 ag-2
1	Cc1ccc(CN2C(=O)C(CC(C)C)Nc3ncnc(N4CCN(c5ccccc5)CC4)c32)cc1 (configuration not stated)	16&1	-5&-6	8&-1	2	nt	5&-4
2	Cc1nc(N)[nH]c(=O)c1CCCNc1ccc(CCC2(CCl)OCCO2)cc1	-161	-6	-119	2	nt	-4
3	CCCCNC(=O)COC(=O)c1cc(S(=O)(=O)N2CCCCCC2)ccc1OC	6	0	11	2	0	-12
4	Cc1cc(C(=O)NNC(=O)c2cccc(Cl)c2)no1	9	-5	7	2	-3	8
5	COc1ccc(S(=O)(=O)n2nc(-n3c(C)ccc3C)c3c(F)cccc32)cc1OC	38	-5	23	-1	1	18
6	Cc1ccc2c(C(=O)N3CCN(c4ccccc4)CC3)cc(-c3cccnc3)nc2c1C	23	4	23	-4	1	-2
7	C#CCOCCOCCOCCNc1nc(N2CCN(C(=O)C([C@@H](C)O)n3cc([C@@H](N)CCCCN)nn3)CC2)nc(N2CCN(C(=O)[C@H](CO)n3cc([C@@H](N)C(C)C)nn3)CC2)n1 (some centres not stated)	-5	-9	12	-54	nt	-2
8	COc1ccc(/C=C/c2c(-c3ccc(OC)cc3)sc3ccc(N4CCOCC4)cc23)cc1	16	nt	-9	0	-1	-5
9	COC(=O)/C(=N/Nc1ccccc1OC)N1CCCc2ccccc21	6	-7	12	-4	0	-33
10	NC(=O)COc1ccc2oc(-c3ccccc3)cc(=O)c2c1	-202	3	-248	3	nt	-20
11	Cc1cc(C)n2cc(CSc3ncn[nH]3)nc2n1	21	-2	13	14	0	-4
12	Oc1ccccc1-c1nc(NCCN2CCOCC2)c2ccccc2n1	22	nt	-59	-4	0	5
13	CCOC(=O)c1ccc(NC(=O)CC2S/C(=N/N=C/c3c[nH]c4ccccc34)NC2=O)cc1 (configuration not stated)	-13	-4	-79	3	-3	-1
14	CC(CCc1ccc(O)cc1)NCCC(c1ccccc1)c1ccccc1 (configuration not stated)	16	-5	4	9	3	21
15	CC1(C(=O)NS(=O)(=O)c2ccccc2C(F)(F)F)CCN1C(=O)CCC1CCCC1 (configuration not stated)	2	-14	2	-1	nt	-9

item	Vif inh	Shn3 3UTR inh	KKLEB cytotox	TRPM1 prom inh	CF NFkB block
1	-10	-12&-29	-18&-4	10	31&12
2	-19	-39	7	-73	-32
3	12	12	7	-8	-4
4	0	10	4	nt	12
5	3	0	1	-8	8
6	4	10	-2	5	0
7	-3	1	-3	-6	10
8	nt	-19	-13	-16	14
9	5	10	-4	0	9
10	-5	-102	4	-54	-28
11	-2	27	-5	-2	5
12	-5	17	-6	-2	-30
13	-1	2	-5	2	-1
14	1	-4	-17	7	26
15	32	-7	5	nt	-24

# 2 records picked at random from those above, as already listed:
item	molecule	Peg3 prom inh	CaV13 FRET inh	HIF-2a inh	PDI turbidity	NR2E3 ag-1	NR2E3 ag-2
14	CC(CCc1ccc(O)cc1)NCCC(c1ccccc1)c1ccccc1 (configuration not stated)	16	-5	4	9	3	21
11	Cc1cc(C)n2cc(CSc3ncn[nH]3)nc2n1	21	-2	13	14	0	-4

item	Vif inh	Shn3 3UTR inh	KKLEB cytotox	TRPM1 prom inh	CF NFkB block
14	1	-4	-17	7	26
11	-2	27	-5	-2	5

# New compounds follow
item	molecule	Peg3 prom inh	CaV13 FRET inh	HIF-2a inh	PDI turbidity	NR2E3 ag-1	NR2E3 ag-2
16	CC(C)(C)NC(=O)c1cccc(NC(=O)CSc2ccc(Cl)cc2)c1	-17	-5	-36	1	0	-10
17	Cn1c(SCCS(=O)(=O)c2ccc(Cl)cc2)nnc1-c1ccccc1	20	-1	4	-6	2	-19
18	CCOc1cc(/C=C2\SC(=Nc3ccccc3)N(c3ccccc3)C2=O)ccc1OCC(=O)O	12	-2	14	-2	0	-27
19	COc1ccc(Oc2nccc(OC)c2C#N)cc1	-26	-9	-52	-2	5	-14
20	CC1=C(C(=O)Nc2ccccc2)C(c2ccncc2)n2nnnc2N1 (configuration not stated)	25	-6	6	-1	5	-5
21	O=C1C(=O)N(Cc2ccncc2)C(c2cccc(O)c2)/C1=C(\O)c1ccc2c(c1)OCCO2 (configuration not stated)	1	2	6	-6	13	-29
22	CC(C(=O)OCC(=O)c1cccc([N+](=O)[O-])c1)N1C(=O)C2C3C=CC(C3)C2C1=O (configuration not stated)	4	-6	7	-2	-1	-7
23	CN(C(=O)CSc1nnc(-c2c[nH]c3ccccc23)n1C1CC1)C1CCS(=O)(=O)C1 (configuration not stated)	11	-2	12	8	1	-16
24	Cc1cc(C)nc(N2CCC(C(=O)NCc3ccco3)CC2)n1	-4	-4	2	-4	6	-35
25	Cc1c(C(=O)N(Cc2nccn2C)C(C)C)oc2c(F)cccc12	-12	-2	-8	-2	-1	2
26	O=C(CNC(=S)N(CCCN1CCOCC1)Cc1cccs1)NC1CCCC1	-11	-20	-2	5	-2	-10
27	COc1c(C)cc(Br)cc1C(=O)Nc1cccc(-c2nc3ncccc3o2)c1	49	-7	-11	11	-1	-34
28	CC(C)(C)N1OC2CC1c1nc3ccccc3n1C2 (configuration not stated)	-6	-10	5	4	2	0
29	COc1ccc(-c2ccccc2NC(=O)C2CCCN(Cc3ccco3)C2)cc1 (configuration not stated)	19	-2	16	-4	-3	-30
30	Cc1[nH]c2ccccc2c1CN1CCC(CO)(Cc2ccccc2)CC1	-13	-4	13	-2	7	22

item	Vif inh	Shn3 3UTR inh	KKLEB cytotox	TRPM1 prom inh	CF NFkB block
16	-4	-11	10	-3	-12
17	nt	6	20	11	-10
18	-4	1	2	-3	12
19	34	-14	-4	-17	-12
20	3	-3	1	8	-26
21	12	-13	-6	4	-2
22	-3	-13	-4	15	1
23	-3	8	10	12	-13
24	4	-7	11	3	-9
25	-5	-5	0	4	4
26	2	8	-2	-5	-20
27	-12	19	-12	nt	-19
28	-10	-4	11	-8	-17
29	nt	-10	-2	17	-1
30	-1	-16	-1	1	-5

# Continued:
item	molecule	Peg3 prom inh	CaV13 FRET inh	HIF-2a inh	PDI turbidity	NR2E3 ag-1	NR2E3 ag-2
31	COc1ccc(CCNC2CC(=O)N(C3CCCCC3)C2=O)cc1OC (configuration not stated)	18	-3	15	-1	-2	-14
32	C=CCn1c(Cc2cccc3ccccc23)n[nH]c1=S	-11	-4	10	-63	-2	-5
33	CCN1CCN(C(=O)c2cc(COc3c(C)cccc3C)on2)CC1	-22	-15	-42	9	1	-22
34	ClC1=CN(C2=NCCC2)CC1	0	nt	0	nt	nt	-2
35	Cc1cc(NC(=O)c2cc(C(C)C)on2)no1	-204	-3	-226	-9	-1	-71
36	CS(=O)(=O)N(CC(=O)Nc1ccccc1C(=O)N1CCOCC1)c1ccc(Cl)cc1	6	-5	17	7	1	-6
37	Cc1ccccc1-c1nn[nH]n1	-1	-5	10	2	4	-8
38	Cc1cc(=O)oc2cc(NC(=O)c3cc(F)ccc3F)ccc12	-125	-2	-218	4	4	-67
39	COc1ccc(CN(CC2CCCO2)C(=O)c2cc3ccccc3oc2=O)cc1 (configuration not stated)	7	3	10	-6	-2	-10
40	CCN1CCN(c2cc3nc(C)n(Cc4ccccc4)c(=O)c3cc2NC(=O)c2ccccc2F)CC1	12	-19	2	15	4	-15
41	Nn1c(SCc2ccc(Br)cc2)nnc1-c1ccncc1	-8	-2	5	1	0	-3
42	O=C(c1ccc(Cl)cc1)N1CCC(O)(CSc2ccc(Cl)cc2Cl)CC1	20	0	15	-5	-2	-5

item	Vif inh	Shn3 3UTR inh	KKLEB cytotox	TRPM1 prom inh	CF NFkB block
31	8	7	4	-13	0
32	-2	-6	-2	7	-1
33	-2	-46	1	-14	3
34	-5	17	-16	nt	-9
35	?	-12	-3	-80	6
36	-3	4	-10	6	0
37	-1	16	0	-4	5
38	-3	-127	-11	-61	-3
39	-4	4	3	nt	-12
40	12	3	5	46	10
41	3	1	3	-9	4
42	-8	17	2	7	-2

# Structural class: those above with a Cl atom.
item	molecule	Peg3 prom inh	CaV13 FRET inh	HIF-2a inh	PDI turbidity	NR2E3 ag-1	NR2E3 ag-2
2	Cc1nc(N)[nH]c(=O)c1CCCNc1ccc(CCC2(CCl)OCCO2)cc1	-161	-6	-119	2	nt	-4
4	Cc1cc(C(=O)NNC(=O)c2cccc(Cl)c2)no1	9	-5	7	2	-3	8
16	CC(C)(C)NC(=O)c1cccc(NC(=O)CSc2ccc(Cl)cc2)c1	-17	-5	-36	1	0	-10
17	Cn1c(SCCS(=O)(=O)c2ccc(Cl)cc2)nnc1-c1ccccc1	20	-1	4	-6	2	-19
34	ClC1=CN(C2=NCCC2)CC1	0	nt	0	nt	nt	-2
36	CS(=O)(=O)N(CC(=O)Nc1ccccc1C(=O)N1CCOCC1)c1ccc(Cl)cc1	6	-5	17	7	1	-6
42	O=C(c1ccc(Cl)cc1)N1CCC(O)(CSc2ccc(Cl)cc2Cl)CC1	20	0	15	-5	-2	-5

item	Vif inh	Shn3 3UTR inh	KKLEB cytotox	TRPM1 prom inh	CF NFkB block
2	-19	-39	7	-73	-32
4	0	10	4	nt	12
16	-4	-11	10	-3	-12
17	nt	6	20	11	-10
34	-5	17	-16	nt	-9
36	-3	4	-10	6	0
42	-8	17	2	7	-2

# Random draw from the library. Share with any hit: about 3.3%.
